BAP1 inh: inhibitors of human BAP1 deubiquitinase; Q92560; activity remaining (% of control), % at 20 µM; hit rate 0.48% among 72,000; AID 436; recombinant BAP1, Ub-AMC hydrolysis fluorescence kinetic; active compounds read low;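 active means activity remaining at or below 50% of control, provided the compound also passes the data quality filters; inactive means the rest, including low values that fail the filters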;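 further: 100% = DMSO wells rate and 0% = substrate alone blank rate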
Target sequence (Q92560 whole entry, looked up): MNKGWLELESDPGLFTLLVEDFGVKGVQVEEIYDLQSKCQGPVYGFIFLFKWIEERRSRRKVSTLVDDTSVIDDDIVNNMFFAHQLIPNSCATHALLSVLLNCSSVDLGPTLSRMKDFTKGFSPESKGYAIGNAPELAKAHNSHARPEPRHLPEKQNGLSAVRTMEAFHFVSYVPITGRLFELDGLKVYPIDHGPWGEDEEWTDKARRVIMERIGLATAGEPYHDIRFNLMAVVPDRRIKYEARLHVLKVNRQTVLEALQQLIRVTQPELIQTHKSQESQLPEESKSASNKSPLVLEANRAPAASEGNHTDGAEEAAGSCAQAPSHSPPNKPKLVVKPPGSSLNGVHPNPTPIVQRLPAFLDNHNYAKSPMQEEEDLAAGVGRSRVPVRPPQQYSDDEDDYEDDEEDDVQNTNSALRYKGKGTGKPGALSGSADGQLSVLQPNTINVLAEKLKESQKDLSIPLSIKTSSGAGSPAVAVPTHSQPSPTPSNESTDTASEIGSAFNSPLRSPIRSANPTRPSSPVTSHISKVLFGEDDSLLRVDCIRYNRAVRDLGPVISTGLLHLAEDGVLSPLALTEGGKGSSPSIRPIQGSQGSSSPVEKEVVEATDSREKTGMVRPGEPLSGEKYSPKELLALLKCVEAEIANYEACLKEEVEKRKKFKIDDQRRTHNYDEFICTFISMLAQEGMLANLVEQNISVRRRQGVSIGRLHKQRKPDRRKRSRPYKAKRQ
HePTP inh: blocks human HePTP tyrosine phosphatase; inhibition, % at 20 µM; P35236; hit rate 0.64% among 110,000; recombinant HePTP phosphatase activity, OD absorbance; AID 521; in the data active means inhibition above about 50%;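 further: plate controls were vehicle for no effect and reference inhibitor for full effect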
Target sequence (P35236 whole entry, looked up): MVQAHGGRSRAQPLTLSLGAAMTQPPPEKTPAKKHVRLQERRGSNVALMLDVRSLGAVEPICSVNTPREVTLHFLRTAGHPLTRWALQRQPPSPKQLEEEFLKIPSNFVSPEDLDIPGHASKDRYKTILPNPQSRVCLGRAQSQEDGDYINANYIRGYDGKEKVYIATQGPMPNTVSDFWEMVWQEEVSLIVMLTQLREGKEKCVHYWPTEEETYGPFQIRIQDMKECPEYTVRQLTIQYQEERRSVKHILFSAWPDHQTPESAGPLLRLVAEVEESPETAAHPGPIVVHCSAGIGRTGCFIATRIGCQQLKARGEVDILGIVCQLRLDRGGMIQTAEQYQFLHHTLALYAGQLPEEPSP
Starred values were filed as active, the others as inactive; / = not tested or not shown; & = joins results of further samples.

BAP1 inh	HePTP inh	SMILES
108	-2	CCOC(=O)N1CCN(C(=O)Cc2ccc(-n3c(=O)[nH]c4ccccc4c3=O)cc2)CC1
82	8	COc1ccc2nc(SCc3nc(N)nc(Nc4ccccc4)n3)[nH]c2c1
115	-5	O=C(COC(=O)c1ccc[nH]c1=O)c1ccc(Cl)s1
105	13	CCC(C)C(=O)Nc1c2c(nc3c1CCC3)CCCC2 (stereo not drawn)
103	4	c1coc(-c2nn3c(Cn4nnc5ccccc54)nnc3s2)c1
7.0*	10	COc1ccc(CC(=O)Nc2ccc(-c3noc(-c4cccc(OC)c4)n3)cc2)cc1
/	0	O=C(O)CCC(=O)Nc1cccc(-c2cn3ccccc3n2)c1
98	5	COCCNC(=O)C(c1ccc(C)o1)N(Cc1ccc(OC)cc1)C(=O)Cn1nnc2ccccc21 (stereo not drawn)
/	-16	COc1ccccc1NC(=O)CSc1nc2ccc(N3C(=O)c4ccccc4C3=O)cc2s1
/	2	O=C(O)c1cc(-c2cccc([N+](=O)[O-])c2)nc2ccccc12
/	6	CC1=NN(c2ccc(C)cc2)C(=O)/C1=C\c1ccc2c(c1)OCO2
82	8	CCCN1CCN(C(=O)Cn2ncc3ccccc32)CC1

Entries of single compounds, looked up by structure.
CC1=NN(c2ccc(C)cc2)C(=O)/C1=C\c1ccc2c(c1)OCO2 is listed as BAP1 inh = /; HePTP inh = 6
O=C(O)CCC(=O)Nc1cccc(-c2cn3ccccc3n2)c1 is listed as BAP1 inh = /; HePTP inh = 0

The results go on.
BAP1 inh	HePTP inh	SMILES
94	5	Cc1ccccc1C(=O)NCCN=C1NS(=O)(=O)c2ccccc21
76	-5	CCOC(=O)c1[nH]c(C)c(/C(O)=C2\C(=O)C(=O)N(CCCN(C)C)C2c2cccnc2)c1C (stereo not drawn)
73	4	CC(C)Oc1ccc(CSc2nnc3n(C)c(=O)c4c5c(sc4n23)CCCC5)cc1
/	8	Nc1nnc(SCc2ccc(Cl)c(Cl)c2)s1
/	1	Cc1ccccc1NC(=O)C1CC(=O)N(c2cccc([N+](=O)[O-])c2)C1 (stereo not drawn)
/	-4&4	CC(=O)Oc1cc(OC(C)=O)c2c(C)cc(=O)oc2c1
343	/	O=C(Oc1ccc(C(=S)N2CCCCC2)cc1)c1ccc([N+](=O)[O-])cc1
80	10	CN1CCN(/C=N/c2c(C#N)cnn2-c2ccccc2)CC1
90	1	Cc1cc(C)cc(-n2cc3c(=O)n(C)c(=O)n(C)c3c2)c1
65	7	CC12CCC(=O)N1C(C(=O)OCC(=O)Nc1sccc1C#N)CS2 (stereo not drawn)
250	1	CCOC(=O)CSc1nc(N)c(C#N)c(-c2ccc(OCC)cc2)c1C#N
68	-5	Cc1nn(Cc2ccccc2)c(C)c1NC(=O)CSc1nnc(-c2cc(Cl)ccc2O)n1C
86	2	Cc1nc2ccccc2c(=O)n1/N=C/c1ccc(N(C)C)cc1
96	-6	CSc1cccc(NC(=O)c2c(Cl)cnn2C)c1
100	8	CCOc1ccccc1N(CC(=O)N1CCC(C)CC1)S(=O)(=O)c1ccccc1
97	-6	Cn1c(=O)c2c(nc(CN3CCN(CCO)CC3)n2Cc2ccccc2Cl)n(C)c1=O
/	8	CCOC(=O)/C(C#N)=C/N1CCOCC1
95	0	O=C(O)c1ccc(-c2ccc(O)c(F)c2)cc1
/	8	Cc1ccc(CNC(=O)CCS(=O)(=O)c2cccc3nonc23)cc1
/	7	CC1=C(C)CC(C(=O)NCCc2ccc(S(N)(=O)=O)cc2)C(C(=O)O)C1 (stereo not drawn)
80	11	c1ccc2nc3c(nc2c1)[nH]c1ccccc13
94	/	CCOc1cccc2cc(C(N)=O)c(=Nc3ccc(Cl)cc3)oc12
101	2	CCOC(=O)CC(=O)Nc1ccc(C(=O)OCC)cc1
/	-8	CCOC(=O)c1c(NC(=O)c2ccccc2OC)sc(C(=O)N2CCCCC2)c1C
/	-2	CC1CCN(C(=O)c2ccc(NC(=O)C3CCCO3)cc2)CC1 (stereo not drawn)
/	5	COc1cc(C(=O)N2N=C(c3ccccc3)CC2c2ccccc2)cc(OC)c1OC (stereo not drawn)
/	2	O=C(COc1ccccc1Cl)Nc1c[nH]c(=O)[nH]c1=O
83	4	CCCCc1nc(NCCN2CCOCC2)c(C#N)c2c1COC(C)(C)C2
/	4	Cc1nc2ccc(NC(=O)N3CCSCC3)cc2s1
114	3	CCN1CCN(/C=N/c2nc3c(s2)CCCC3)CC1
109	8	COc1ccc(CCN(C)C(=O)CN2C(=O)c3ccccc3S2(=O)=O)cc1OC
115	0	CCOC(=O)N1CCC(NC(=O)CS(=O)(=O)Cc2nc(-c3cccc(OC)c3)oc2C)CC1
88	9	CCn1nc(C)c(NC(=O)c2cc(Br)ccc2Cl)c1C
/	10	c1ccc2c(c1)ncn2CCC1CCCCC1
/	0	COC(=O)c1cccc(NC(=O)COc2ccccc2C(C)(C)C)c1
/	4	CCOC(=O)c1ccccc1NC(=O)CN(c1ccc(C)c(Cl)c1)S(C)(=O)=O
99	-9	N#Cc1c(SCC(=O)N2CCOCC2)nsc1SCC(=O)N1CCOCC1
117	3	CC(Sc1nnnn1C)C(=O)Nc1ccccc1-c1ccccc1 (stereo not drawn)
48*	-3	COc1ccc2c(c1)c1nc(SCC(C)C)n(CCO)c(=O)c1n2C
/	-9	CC(NC(=O)c1c(NC(=O)c2ccco2)sc2c1CCCCC2)c1ccccc1 (stereo not drawn)
/	-3	NC(=O)CN(Cc1ccccc1)S(=O)(=O)c1ccccc1
/	-14	O=C1C2C(C(=O)N1/N=C/c1cccc(Cl)c1)C1C=CC2C12CC2 (stereo not drawn)
/	-11	O=C(N/N=C/c1ccc(-c2cccc(Cl)c2)o1)c1cccnc1
100	6	c1ccc(CCn2nnnc2C(c2cccs2)N2CCOCC2)cc1 (stereo not drawn)
/	8	O=S(=O)(Nc1cccnc1)c1ccc(Br)c2ccccc12
79	-15	CC(C)COP(=O)(c1ccc(N(C)C)cc1)C(O)c1ccccc1F (stereo not drawn)
/	1	Cc1ccc(N=C2NC(=O)CS2)cc1
94	2	Cc1nc2sc(C(c3ccccc3)N3CCN(C)CC3)c(O)n2n1 (stereo not drawn)

4 entries from above, ordered by the value under HePTP inh, high to low:
BAP1 inh	HePTP inh	SMILES
/	8	O=S(=O)(Nc1cccnc1)c1ccc(Br)c2ccccc12
100	6	c1ccc(CCn2nnnc2C(c2cccs2)N2CCOCC2)cc1 (stereo not drawn)
117	3	CC(Sc1nnnn1C)C(=O)Nc1ccccc1-c1ccccc1 (stereo not drawn)
/	-9	CC(NC(=O)c1c(NC(=O)c2ccco2)sc2c1CCCCC2)c1ccccc1 (stereo not drawn)

Carrying on.
BAP1 inh	HePTP inh	SMILES
/	3	COC(=O)c1ccc(C(=O)Nc2cc(Cl)ccc2Cl)cc1N=NC1=C(O)CC(C)(C)CC1=O
/	-11	COc1cccc(NC(=O)c2ccc(C)c([N+](=O)[O-])c2)c1
/	8	Cc1ccc2cc(C3CC(c4ccc(Br)cc4)=NN3C(=O)CCC(=O)O)c(=O)[nH]c2c1 (stereo not drawn)
112	-12	COc1cccc(NC(=O)c2cn(C)c(=O)c3cc(OC)c(OC)cc23)c1
59	-3&3	COc1ccc2c3c(cccc13)OCC2=O
102	1	Cc1cc(C)n(-c2nc3c(c(=O)[nH]c(=O)n3C)n2C(C)C)n1
91	9	N/C(=N\S(=O)(=O)c1cccs1)c1ccccc1
/	8	O=C(NNC(=O)c1c(F)c(F)c(F)c(F)c1F)c1ccccc1
/	-4	CCOC(=O)c1cnc2cc(OC)ccc2c1Cl
/	-4	CC(=O)c1ccc(NC(=S)NC(NC(=O)c2ccco2)C(Cl)(Cl)Cl)cc1 (stereo not drawn)
140	1	COc1ccc(NC2C=CS(=O)(=O)C2)c(OC)c1 (stereo not drawn)
102	7	O=S(=O)(NCc1cccs1)c1cccc2cccnc12
/	5	COc1ccc(OCCSc2nnc(-c3ccccc3)n2N)cc1
66	4	CCN(CC)C(=O)c1c[nH]c2ccc(S(=O)(=O)Nc3cc(C)cc(C)c3)cc2c1=O
/	-18	CC1(C)CC(=O)CC(c2ccccc2)(C(F)(F)F)O1 (stereo not drawn)
/	-1	Cc1[nH]oc(=O)c1N=Nc1ccc([N+](=O)[O-])cc1
/	8	Cc1ccc(S(=O)(=O)Nc2cc(Sc3ncn[nH]3)c(O)c3ccccc23)cc1
/	-4	O=S(=O)(Nc1ccc(Cl)cn1)c1ccc(Cl)cc1
100	2	CC1N/C(=C\C(=O)c2ccccc2)N(O)C1(C)C (stereo not drawn)
/	7	O=C(NN=C(/C=C/c1ccccc1)/C=C/c1ccccc1)c1cccnc1
92	6	c1ccc(CC2CCN(c3nnnn3-c3ccccc3)CC2)cc1
/	-14	COC(=O)c1cc(C(=O)Nc2ncccc2C)cc([N+](=O)[O-])c1
/	-5	Cc1cc(/C=C2\C(=O)NC(=S)N(c3ccccc3F)C2=O)c(C)n1-c1cccc([N+](=O)[O-])c1
102	2	Cc1ccc(NC(=O)COS(=O)c2ccc(C)cc2)cc1 (stereo not drawn)

An excerpt of these results, with values under each structure.
Values run as follows: BAP1 inh	HePTP inh
CCOC(=O)c1[nH]c(C)c(/C(O)=C2\C(=O)C(=O)N(CCCN(C)C)C2c2cccnc2)c1C (stereo not drawn)
→ 76	-5
CC(C)Oc1ccc(CSc2nnc3n(C)c(=O)c4c5c(sc4n23)CCCC5)cc1
→ 73	4
Nc1nnc(SCc2ccc(Cl)c(Cl)c2)s1
→ /	8

The results go on:
BAP1 inh	HePTP inh	SMILES
73	-7	COc1cccc2cc(C(=O)N3CCc4ccccc43)c(=O)oc12
86	-1	COc1ccc(C2C(C(N)=O)=C(C)Nc3nc(-c4ccccc4)nn32)cc1OC (stereo not drawn)
/	-4	O=[N+]([O-])c1cccc(S(=O)(=O)NCc2ccccc2)c1
/	1	CCC1(C)CC(C(CCNCc2ccc(F)cc2)c2ccc(C)cc2)CCO1 (stereo not drawn)
/	6	O=C(NC(=S)Nc1ccc2oc(-c3ccccc3)nc2c1)c1ccccc1Cl
80	6	CCOc1ccc(NC(=O)COc2nsnc2N2CCCCC2)cc1
/	-3	Cc1ccc(-c2[nH]ncc2/C=N/NC(=O)c2ccc(Br)cc2)cc1
78	10	COc1ccc2c(c1OC)C(=O)N1c3cccc(Cl)c3C(=O)OC21 (stereo not drawn)
94	-8	CCOC(=O)N1CCN(C(=O)c2ccc(CNS(=O)(=O)c3ccc(OC)cc3)cc2)CC1
94	10	O=C(CC1CCCCC1)NCCCN1CCOCC1
/	3	COC(=O)c1ccccc1NC(=O)c1ccccc1[N+](=O)[O-]
/	-18	N#Cc1nc(-c2cccc3ccccc23)oc1NCCN1CCOCC1

Three compounds from above, sorted by number of heavy atoms, rising:
BAP1 inh	HePTP inh	SMILES
115	-5	O=C(COC(=O)c1ccc[nH]c1=O)c1ccc(Cl)s1
88	9	CCn1nc(C)c(NC(=O)c2cc(Br)ccc2Cl)c1C
/	8	O=S(=O)(Nc1cccnc1)c1ccc(Br)c2ccccc12

(further entries)
BAP1 inh	HePTP inh	SMILES
/	11	CC(=O)Nc1ccc(/C=C2\C(=O)NN(c3ccccc3)C2=O)cc1
105	4	O=C(NCc1ccc(Cl)cc1)c1noc2c1CCCC2
/	-3	COc1cccc(CN2CCN(Cc3ccccc3[N+](=O)[O-])CC2)c1
55	4	CCOCC(=O)Nc1ccc(S(=O)(=O)Nc2ncccn2)cc1
91	10	CCCCCn1ccc(=N)cc1
67	/	Cc1c(C(=O)Nc2ccc3c(c2)OCO3)sc2nc(-c3ccccc3)cn12
51	/	O=C(Nc1nnc(CCS(=O)(=O)c2ccc(Cl)cc2)s1)c1cccs1
/	4	CC(C)=C1C2CCC1C(C(=O)Nc1ccc(C)c(Cl)c1)C2C(=O)O (stereo not drawn)
/	6	CC(=O)N1c2ccc(NC(=O)C(F)(F)F)cc2C(C)(c2ccccc2)CC1(C)C (stereo not drawn)
/	0	O=C(Nc1cc(Cl)ccc1C(=O)O)c1ccc(Br)cc1
/	-1	CN(C)CC(Oc1ccc(F)cc1)C(=O)O (stereo not drawn)
/	6	COc1ccc(C2(CNC(=O)CC#N)CCCC2)cc1OC
/	2	O=C(NCc1ccccn1)C(=O)Nc1ccccc1F
98	6	CCN(Cc1ccccc1)C(=O)CSc1nc(C)cc(C)c1C#N
63	5	COc1ccc(-n2nc3cc(C)c(NC(=O)c4ccc(Br)o4)cc3n2)cc1
/	-3	Fc1ccc(C=NN2CCN(Cc3ccccc3)CC2)cc1
109	3	COc1cc(C)c(C#N)c(OC)n1
113	8	CC12/C(=N/O)C3C4CC5C3/C(=N/O)C1C5C42 (stereo not drawn)
78	/	CCCc1nnc(NC(=O)Cn2c(=O)oc3ccccc32)s1
/	10	COc1ccc(CNC(=O)c2ccccc2Br)cc1
/	-15	CCCCN(C)Cn1[nH]c(=O)ccc1=O
/	-4	CN1C(=O)/C(=N/OC(=O)c2ccc(Cl)cc2Cl)c2ccccc21
/	3	CSC1=C(C#N)C(c2ccncc2)C(C(=O)Nc2ccccc2)=C(C)N1 (stereo not drawn)
/	6	C=CCN1C(=O)/C(=C\c2cn(Cc3ccccc3F)c3ccccc23)SC1=S
79	7	Cc1cccc(NC(=O)c2cc(NC(=O)C3CC=CCC3C(=O)O)ccc2N2CCOCC2)c1 (stereo not drawn)
/	-2	Cc1nc2ncnn2c(N2CCCC(C(=O)Nc3ccc4c(c3)CCC4)C2)c1C (stereo not drawn)
97	/	O=C(Cn1cnc2c(nnn2Cc2ccccc2F)c1=O)NCC1CCCO1 (stereo not drawn)
127	-7	O=C(OCc1nnc(-c2ccccc2)o1)c1ccc2ccccc2n1
/	4	CC1CN(C)C(C)C/C1=N/OC(=O)COc1ccc(Cl)cc1 (stereo not drawn)
/	5	Cc1[nH]n(-c2nc(-c3ccccc3)cs2)c(=O)c1N=Nc1ccc(C(=O)O)cc1
102	2	COc1cc(C(=O)Nc2ccc3c(c2)OCO3)ccc1-n1cnnn1
120	1	Cc1cc(Br)ccc1OCc1nc(-c2cccnc2)no1
